Screening data from PubChem BioAssay.
TCR act = activators of T cell receptors; primary human leukocytes, anti-CD3, IL-2 HTRF, 48 h; Potency, µM (titrated, usually from 9.22 µM), for the others: top-dose activation of IL-2 secretion, most hits filed as activators; 330,000 tested, under 10 active; also: % of control where 0% means no effect
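48 hr co-incubation of compounds, a-CD3 beads and primary human leukocytes; IL-2 quantified homogeneously by HTRF with anti-IL-2 K and d2 conjugates.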
Menin-MLL TR inh = displaces Texas Red mutant MLL peptide from human menin; 270,000 compounds, 0.23% hits; Menin + Texas Red MLL mutant peptide, fluorescence polarization; Potency, µM (highest dose often 61.6 µM), for the others: at the top dose FP activity change, negative = inhibition, actives largely listed as inhibitors; AID 1768; active = well fitted inhibition curve with a large enough effect in the polarisation, with a control signal flat, not every such curve was filed as active; inconclusive = small, poorly fitted or top-dose-only effect, or effect the other way, or a change in a side signal; inactive = no such curve, though single readings can be large or run the other way; the % refers to the polarisation; also: potency is read from the fitted curve at half-maximal effect; % of control where 0% means no effect; many of its hits are not listed in these tables
TSHR antagonist = antagonists of human thyroid stimulating hormone receptor; P16473; AID 504810; activity change, negative = inhibition, % at 11.5 µM; 330,000 compounds, 0.2% hits; TSHR-expressing cells, TSH-stimulated cAMP HTRF, 2 h; active compounds read low;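 active = activity change below a set negative limit, meaning inhibition stronger than a set level, cut at about -70% in these data; inconclusive = activity change between two set negative limits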; also: % is scaled to controls: 0 for no effect and ±100 for the full control effect
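Competitive HTRF cAMP read-out (cryptate anti-cAMP antibody, cAMP-d2; 30 min, room temperature) in freshly harvested TSHR cells. Compounds added before TSH at EC80 (4nM final), followed by 2 hours' incubation at 37 deg C.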
Mito fusion act = inhibitors of mitochondrial division or activators of mitochondrial fusion; S. cerevisiae fusion-defective mutant growth rescue, CellTiterGlo 48 h; Potency, µM (top dose mostly 46.1 µM), for the others: at the top dose growth rescue (activation), actives largely listed as activators; 320,000 compounds, 0.23% hits;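 also: potency is read from the fitted curve at half-maximal effect; % of control where 0% means no effect; nearly all actives have a fitted effect of over 45% in size; temperature-sensitive fusion mutants such as fzo1-1 at 37 °C on non-fermentable ethanol glycerol medium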
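S. cerevisiae fusion-defective temperature-sensitive mutants (e.g. fzo1-1, mgm1-5) grown 48 h at 37C in YPEG (ethanol/glycerol non-fermentable) medium with 23 nl compound per well; growth rescue read as CellTiterGlo luminescence.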
MBNL1 CUG block = MBNL1-poly(CUG) RNA binding inhibition. TR-FRET MBNL1-His/biotin-(CUG)12 binding, 665/545 ratio. Potency, µM (doses to about 57.5 µM), inactives show top-dose activity change, negative = inhibition, hits mostly inhibitors. Q9NR56. 280,000 compounds, 0.036% hits; active = well fitted inhibition curve with a large enough effect in the signal ratio, with a control signal flat, not every such curve was filed as active; inconclusive = small, poorly fitted or top-dose-only effect, or effect the other way, or a change in a side signal; inactive = no such curve, though single readings can be large or run the other way; the % refers to the signal ratio; also: potency is read from the fitted curve at half-maximal effect; % is scaled to controls: 0 for no effect and ±100 for the full control effect
Target sequence (Q9NR56 whole entry, looked up): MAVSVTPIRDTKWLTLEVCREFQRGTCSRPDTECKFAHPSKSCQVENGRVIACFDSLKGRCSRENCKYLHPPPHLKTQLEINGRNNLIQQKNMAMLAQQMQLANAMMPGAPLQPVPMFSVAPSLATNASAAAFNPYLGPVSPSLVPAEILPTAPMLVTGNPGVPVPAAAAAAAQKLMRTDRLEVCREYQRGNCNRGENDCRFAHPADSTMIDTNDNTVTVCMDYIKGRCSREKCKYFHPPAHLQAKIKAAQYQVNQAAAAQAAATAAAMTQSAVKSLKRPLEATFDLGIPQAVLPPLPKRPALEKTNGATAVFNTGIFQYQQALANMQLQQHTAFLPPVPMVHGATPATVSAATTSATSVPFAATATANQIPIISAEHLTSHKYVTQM
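His-tagged MBNL1 binding to biotinylated (CUG)12 RNA was measured by TR-FRET using terbium anti-His antibody (0.055 ng/ul final) and streptavidin-XL665 (5 nM final). Compounds were titrated 92 nM to 58 uM; 60 min at room temperature.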
S-ASM inh = inhibitors of human secretory acid sphingomyelinase; AID 504937; Potency, µM (titrated, usually from 57.5 µM), inactives show at the highest dose activity change, negative = inhibition, actives largely listed as inhibitors; placental ASM, HMU-PC fluorogenic substrate, 60 min; 340,000 compounds, 0.006% hits; P17405; also: potency is read from the fitted curve at half-maximal effect
Target sequence (P17405 47-631 limits assumed): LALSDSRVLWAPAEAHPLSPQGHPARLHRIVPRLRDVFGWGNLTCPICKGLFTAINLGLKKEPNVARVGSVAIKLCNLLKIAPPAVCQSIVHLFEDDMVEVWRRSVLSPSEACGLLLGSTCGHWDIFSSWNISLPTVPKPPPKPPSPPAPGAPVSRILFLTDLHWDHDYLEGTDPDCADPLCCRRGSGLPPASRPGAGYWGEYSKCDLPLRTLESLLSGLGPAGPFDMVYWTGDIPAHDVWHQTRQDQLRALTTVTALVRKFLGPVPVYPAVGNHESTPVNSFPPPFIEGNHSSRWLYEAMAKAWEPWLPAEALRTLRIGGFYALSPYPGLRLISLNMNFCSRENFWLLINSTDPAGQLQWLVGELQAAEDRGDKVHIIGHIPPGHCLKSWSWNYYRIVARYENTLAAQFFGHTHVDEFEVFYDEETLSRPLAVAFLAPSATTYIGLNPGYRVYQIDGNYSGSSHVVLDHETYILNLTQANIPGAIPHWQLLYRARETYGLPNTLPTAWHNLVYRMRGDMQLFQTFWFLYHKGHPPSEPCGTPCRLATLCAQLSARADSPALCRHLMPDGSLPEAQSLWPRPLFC
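HMU-PC0 cleavage (9 uM final) by human placental ASM, 60 min at 37 °C following 10 min compound exposure at RT; stopped at pH 10, fluorescence Ex 386/Em 447 nm.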
PTAP TSG101 blk = blocks PTAP/TSG101 interaction to inhibit HIV-1 budding. Q99816. Potency, µM (top dose mostly 115 µM), inactives show at the top dose activity change, negative = inhibition, most hits filed as inhibitors. AID 493005. 340,000 tested, under 10 active. Fluorescence polarization, FITC-PTAP peptide / Tsg101 binding; active = well fitted inhibition curve with a large enough effect in the main read-out, with a control signal flat, not every such curve was filed as active; inconclusive = small, poorly fitted or top-dose-only effect, or effect the other way, or a change in a side signal; inactive = no such curve, though single readings can be large or run the other way; also: potency is read from the fitted curve at half-maximal effect; % of control where 0% means no effect
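FP read-out: FITC-PTAP peptide, 50 nM final, binding Tsg101 binding domain, 10 uM final; 20 min, r.t.; 10 mM HEPES pH 7.5, 0.15 M NaCl, 0.01% Tween 20, 3 mM EDTA, 0.1 mM TCEP.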
Integrin act MD = activates integrin-mediated alleviation for muscular dystrophy; alpha7betagal myoblasts, beta-gal FDG fluorescence, 48 h; Potency, µM (doses to about 38.3 µM), inactives show at the highest dose activation, usual class: activators; 350,000 compounds, 0.064% hits; AID 624291;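 also: potency is read from the fitted curve at half-maximal effect; 100% = response of the positive control SU9516; nearly all actives have a fitted effect of over 60% in size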
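Alpha7betagal+/- myoblasts (passage 13) were plated 16-24 hr, then exposed to compounds (1:260 dilution of DMSO stock) for 48 hours at 37C. After MPER lysis, β-galactosidase reporter activity was read as FDG fluorescence (ex 480/em 540) after 30 minutes.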
CXXC DNA block = blocks binding of human MLL CXXC domain to DNA | MLL-CXXC / FITC-HOXA9 DNA fluorescence polarization | Q03164 | 290,000 compounds, 0.037% hits | AID 2662 | Potency, µM (doses to about 115 µM), for the others: top-dose activity change, negative = inhibition, usual class: inhibitors; active = well fitted inhibition curve with a large enough effect in the polarisation, with a control signal flat, not every such curve was filed as active; inconclusive = small, poorly fitted or top-dose-only effect, or effect the other way, or a change in a side signal; inactive = no such curve, though single readings can be large or run the other way; the % refers to the polarisation; also: potency is read from the fitted curve at half-maximal effect
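Fluorescence polarization: 7 uM MLL-CXXC (stock) preincubated 5 min with compounds, then 50 nM fluorescein-HOX-A9 DNA (stock) added; 30 min ambient. Buffer 50 mM Tris-HCl pH 7.5, 50 mM NaCl, 1 mM DTT, 0.05% BSA.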
A-T KAP1 phos = potential ataxia-telangiectasia treatment. Potency, µM (top dose mostly 57.5 µM), for inactives: at the highest dose activation, most hits filed as activators. […] A-T fibroblasts, KAP-1 phosphorylation AlphaLISA; neocarzinostatin DNA damage 30 min before lysis. 320,000 compounds, 0.19% hits; also: potency is read from the fitted curve at half-maximal effect; % of control where 0% means no effect; nearly all actives have a fitted effect of over 45% in size
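ATM-like activity read as KAP-1 phosphorylation via AlphaLISA donor/acceptor antibody pairs after lysis and 6 hr at 25C. Cells were ATM-null patient fibroblasts ([…], hTERT), dosed 60 min, then exposed to the DSB inducer NCS for 30 min.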
* marks the source's active call; other numbers are inactive results; u = inconclusive; x = not tested or not shown; & = joins results of further samples; [ ] = another dose, or the depositor's remark. Unless noted, calls follow the shape of the dose curve; as a rule, active = well fitted curve in the direction sought with a large enough effect; inconclusive = small, poorly fitted or top-dose-only effect, or another doubt; inactive = no such curve, though single readings can be large; an effect the other way counts as inactive or inconclusive.

Values run as follows: S-ASM inh	TCR act	PTAP TSG101 blk	Mito fusion act	MBNL1 CUG block	A-T KAP1 phos	Menin-MLL TR inh	CXXC DNA block	TSHR antagonist	Integrin act MD
- O=c1c(Cc2ccccc2)c(O)ccn1Cc1ccco1
    3%	-9%	-2%	1%	-4%	3%	6%	17%	8	0%
- Cc1nc(N2CCCCC2)c2c(C)c(C(=O)Nc3ccccc3C(F)(F)F)sc2n1
    1%	-1%	-2%	-1%	48%[activator]	3%	-14%	-3%	-16	15%
- Nc1ccc(N2C(=O)c3ccccc3C2=O)c(Cl)c1
    -8%	5%	0%	1%&-9%	x	-5%	12%	-3%	-3&1	x
- O=C(Nc1cccc(/C=C/c2nc3ccccc3c(=O)[nH]2)c1)c1ccccc1Cl
    55%	2%	0%	1%	x	-5%	x	-1%	-2	-58%[inhibitor]
- C=CCn1c(=O)[nH]c2cc(C(=O)N3CCN(c4cccc(Cl)c4)CC3)ccc2c1=O
    -3%	6%	-1%	2%	-13%	-6%	6%	-3%	-10	-15%
- Cc1ccc(N2CC(C(=O)Oc3cccc(N4C(=O)CCC4=O)c3)CC2=O)cc1 (stereo not drawn)
    6%	1%	-4%	-7%	-2%	7%	-6%	5%	-2	9%
- CCOc1ccc(NCc2nnc(SCC(=O)Nc3cc(C)on3)n2-c2ccc(OC)cc2)cc1
    -3%	4%	-1%	0%	-4%	-9%	-3%	1%	-6	-31%
- CC1=C(C)Cc2c(OC(=O)c3ccccc3)ccc(OC(=O)c3ccccc3)c2C1
    x	x	x	4%	-10%	-5%	-21%	-6%	12	x
- NNC(=O)CCc1c[nH]c2ccccc12
    2%	6%[46.1 µM]	-2%	-5%	-12%	x	-7%	-12%	-16	5%
- O=C(CCS(=O)(=O)c1ccc(Br)cc1)N1CCN(c2ccccc2F)CC1
    2%	-7%	0%	u	-1%	13%	4%	1%	-9	25%
- CC(C)c1ccc(NC2=NCC(=O)N2Cc2cccs2)cc1
    -2%	x	-6%	9%	-7%	-5%	-2%	6%	-2	1%
- N#CC1=C2SCN(Cc3ccco3)CN2C(=O)CC1c1ccccc1F (stereo not drawn)
    0%	-5%	-6%	-1%	2%	-8%	2%	4%	-6	-22%
- Cc1ccc(-c2nnc(Cc3ccc([N+](=O)[O-])cc3)o2)cc1
    0%	-1%	2%	-23%	u	3%	-25%	13%	4	-10%
- CCOC(=O)N1CCN(C(=O)c2cn(CC(C)C)c(=O)c3c2c2ccccc2n3C)CC1
    11%	x	-8%	1%	4%	4%	-9%	-8%	-1	-17%
- CCOc1ccc(/C=C/C(=O)N2CCOCC2)cc1OC
    -2%	-2%	-2%	3%	17%	1%	10%	4%	37	u
- O=C(NC1CCCC1)C(c1ccccn1)N(C(=O)c1csnn1)C1CC1 (stereo not drawn)
    2%	-29%	44%[activator]	-9%	-4%	-5%	4%	9%	4	-2%[7.66 µM]
- Cc1cc(OC(C)C(=O)N(Cc2ccco2)C2CCS(=O)(=O)C2)ccc1Cl (stereo not drawn)
    1%	-4%	-2%	2%	-7%	-8%	u	x	-11	-2%
- COc1ccc(C(=O)NCCNc2nc3cc(C)c(C)cc3cc2C)cc1
    -4%	-3%	-4%	-3%	-12%	19%	u	14%	-23	u
- O=C(O)c1cc(-c2cccs2)nc2ccc(F)cc12
    227%[activator]	8%	-5%	3%	35%[activator]	-9%	-4%	-20%	0	6%
- Cc1ccc(N(C)C(=O)CCS(=O)(=O)c2ccc3c(c2)oc(=O)n3C)cc1
    -4%	8%	0%	-3%	-11%	4%	4%	-1%	-10	2%

Compound profiles, as listed above:
`Cc1ccc(-c2nnc(Cc3ccc([N+](=O)[O-])cc3)o2)cc1` in the list: S-ASM inh: 0%; TCR act: -1%; PTAP TSG101 blk: 2%; Mito fusion act: -23%; MBNL1 CUG block: u; A-T KAP1 phos: 3%; Menin-MLL TR inh: -25%; CXXC DNA block: 13%; TSHR antagonist: 4; Integrin act MD: -10%
`CCOc1ccc(NCc2nnc(SCC(=O)Nc3cc(C)on3)n2-c2ccc(OC)cc2)cc1` in the list: S-ASM inh: -3%; TCR act: 4%; PTAP TSG101 blk: -1%; Mito fusion act: 0%; MBNL1 CUG block: -4%; A-T KAP1 phos: -9%; Menin-MLL TR inh: -3%; CXXC DNA block: 1%; TSHR antagonist: -6; Integrin act MD: -31%

Further results
Values run as follows: S-ASM inh	TCR act	PTAP TSG101 blk	Mito fusion act	MBNL1 CUG block	A-T KAP1 phos	Menin-MLL TR inh	CXXC DNA block	TSHR antagonist	Integrin act MD
- NS(=O)(=O)c1ccc(CCNC(=S)NC2CCCCC2)cc1
    9%	9%	-5%	3%	0%	3%	x	8%	4	-10%
- COc1cc2c(C(=O)NCc3ccccn3)cn(CC(C)C)c(=O)c2cc1OC
    -2%	-3%[46.1 µM]	-7%	0%	0%	-2%	4%	3%	4	-8%
- CC(=O)C1=C(O)C(=O)N(CCc2c[nH]c3ccccc23)C1c1cccc(O)c1 (stereo not drawn)
    -1%	-11%	-4%	-1%	21%	1%	x	7%	1	9%
- O=C(OCCN1CCCCC1)c1ccc(Cl)cc1
    -2%	-5%	-1%	4%	1%	2%	-9%	-11%	7	-8%
- CC(C)CNc1ncnc2c1cnn2Cc1ccc(Cl)cc1
    -2%	-5%	1%	2%	x	7%	x	-5%	-7	-2%
- CCCOC(=O)C1C2C=CC(C2)C1C(=O)OCC(=O)c1ccccc1 (stereo not drawn)
    1%	1%	1%	0%	-3%	-3%	-7%	13%	-14	-8%
- CCc1nc(C)cn1S(=O)(=O)c1cc(F)ccc1OC
    3%	1%	-3%	2%	6%	-2%	5%	36%[activator]	5	-3%
- C/[N+]([O-])=C\CC(=O)c1ccc(-c2ccccc2)cc1
    -2%	5%	0%	1%	x	-2%	5%	10%	3	0%
- Cc1ccc(NC(=O)COc2cccc(/C=C3\SC(=S)N(CCC(=O)O)C3=O)c2)cc1Cl
    u	-2%	-7%	16%	-2%	-10%	x	-24%	10	u
- COc1ccccc1N1CCN(S(=O)(=O)c2c(C)sc3ncn(CC(=O)NCCN(C)C)c(=O)c23)CC1
    3%	-3%	5%	0%	1%	0%	-15%	-4%	-11	18%
- C/C(=N\NC(=O)Cn1nnc2ccccc21)c1ccco1
    0%	6%	-2%	-1%	11%	1%[11.5 µM]	9%	-1%	-1	32%
- O=C1CC(c2ccc(F)cc2)Cc2nc(N3CCOCC3)ncc21 (stereo not drawn)
    -1%	11%	-8%	13%	-1%	11%	-8%	0%	3	-13%
- COC(=O)C(NC(C)=O)(Nc1ccccc1)C(=O)OC
    8%	x	1%	1%	-3%	-3%	7%	2%	5	19%
- CN(C)S(=O)(=O)c1ccc(N2CCCC2)c(C(=O)NCc2cccc(C(F)(F)F)c2)c1
    -3%	x	-5%	-2%	2%	-1%	2%	6%	6	2%
- CN(C(=O)c1ccccc1)c1ccccc1C(=O)NCCc1ccccc1
    0%	-3%	-1%	-2%	-9%	-3%	-3%	u	-2	-31%
- C=CCN(C(=O)CNC(=O)c1ccco1)C(C(=O)NC1CCCC1)c1cccs1 (stereo not drawn)
    1%	11%	-1%	4%	-7%	4%	-15%	-3%	-2	32%
- Cc1cc(NC(=O)CSc2nnc(CNC(=O)c3c(F)cccc3F)o2)no1
    2%	-1%	-2%	-2%	-5%	-15%	10%	15%	32	0%
- CCOC(=O)/C=C1\SCC(=O)N1CC(=O)NC12CC3CC(CC(C3)C1)C2
    -3%	3%	-11%	1%	1%	-1%	8%	26%	2	-15%

Two successive entries already listed:
Values run as follows: S-ASM inh	TCR act	PTAP TSG101 blk	Mito fusion act	MBNL1 CUG block	A-T KAP1 phos	Menin-MLL TR inh	CXXC DNA block	TSHR antagonist	Integrin act MD
- Cc1cc(NC(=O)CSc2nnc(CNC(=O)c3c(F)cccc3F)o2)no1
    2%	-1%	-2%	-2%	-5%	-15%	10%	15%	32	0%
- CCOC(=O)/C=C1\SCC(=O)N1CC(=O)NC12CC3CC(CC(C3)C1)C2
    -3%	3%	-11%	1%	1%	-1%	8%	26%	2	-15%

A portion of the library; count on the stated rates, not on these rows.
